From PubChem
Exocytosis inh – LAMP-1 surface exposure blockers, TALL-104 cells – cell-based, flow cytometry, MLPCN library, primary screen; AID 651702, 2012; inhibition, % at 10 µM; TALL-104 LAMP-1 surface exposure; cells stimulated with thapsigargin and PMA; 0.66% of 360,000 active;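 active = inhibition above about 55%, limit read from the data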
iPSC survival up – enhancers of single-cell hiPSC survival, primary screen, ATPlite luminescence. AID 602274, 2012. 100% = ROCK inhibitor wells, 0% = DMSO. survival enhancement, % at 20 µM. 0.044% of 360,000 active; in the data active = survival enhancement above about 18%;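 also: cells exposed to compounds for 16 hours before the ATP read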
aDG glyco act – activators of alpha-DG glycosylation, primary screen, uHTS, Pro5-aDG cells, AlphaScreen. activation, % at 10 µM. 0.22% of 360,000 active. alpha-DG glycosylation AlphaScreen (IIH6); 0% Pro5, 100% B10-LARGE cell signal;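 active = activation of at least 8% versus controls, or a plate z-score of at least 8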;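 also: Pro5 are CHO cells carrying HIG-tagged alpha-DG that lacks glycosylation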
Vif inh – HIV Vif self-association inhibitors, primary screen, imaging, HEK293T, single point | 0.35% of 340,000 active | inhibition, % at 7.49 µM | HEK293T cells, Vif self-association by quenched fluorescence, 24 h | AID 602346, 2012; in the data active = inhibition above about 50%, passing the limit was not always enough; also: some results filed as inactive read as strong as hits
PDI turbidity – inhibitors of human PDI, primary screen, biochemical, turbidity, single point, plate reader | PDI insulin aggregation turbidity, A650, 90 min | inhibition, % at 10 µM | 0.052% of 350,000 active | AID 588391, 2011;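 active = mean inhibition across replicates of 30% or more, whatever share of single replicates reach that level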;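 also: absorbance from insulin aggregation driven by PDI reduction with DTT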
Target sequence (P07237 whole entry, looked up): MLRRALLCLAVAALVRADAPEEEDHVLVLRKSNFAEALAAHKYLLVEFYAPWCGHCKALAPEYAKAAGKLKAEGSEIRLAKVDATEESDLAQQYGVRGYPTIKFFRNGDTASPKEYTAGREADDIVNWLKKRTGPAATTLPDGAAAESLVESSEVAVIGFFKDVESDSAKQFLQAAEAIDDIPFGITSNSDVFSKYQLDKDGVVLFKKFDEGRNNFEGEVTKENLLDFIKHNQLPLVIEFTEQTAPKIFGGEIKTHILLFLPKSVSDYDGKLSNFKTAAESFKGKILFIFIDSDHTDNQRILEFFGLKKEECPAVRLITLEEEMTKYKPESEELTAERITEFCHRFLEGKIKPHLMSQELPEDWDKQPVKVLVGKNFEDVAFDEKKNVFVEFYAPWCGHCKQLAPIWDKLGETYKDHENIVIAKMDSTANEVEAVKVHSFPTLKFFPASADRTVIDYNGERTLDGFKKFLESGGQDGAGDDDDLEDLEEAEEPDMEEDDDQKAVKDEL
ABCB6 inh 2 – ABCB6 transporter inhibitors, primary screen, K562-ABCB6 cells, flow cytometry, MLPCN library; fluorescence ratio to DMSO, % at 10 µM; 0.19% of 360,000 active; K562-ABCB6 porphyrin accumulation, 1 h; active compounds read low;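 active = fluorescence ratio to DMSO below 75%, the collection mean minus 3 SD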;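 also: signal is porphyrin accumulated inside mitochondria; 100% equals median channel fluorescence of DMSO control wells; lower ratio means ABCB6 inhibition with less porphyrin fluorescence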
m5-HT2A agonist – mouse Htr2a agonists via beta-arrestin recruitment, primary screen, cell-based, luminescence; activation, % at 7.6 µM; 5-hydroxytryptamine receptor 2A (Mus musculus), P35363; CHO-K1 mHTR2A beta-arrestin complementation; percent of 30 µM serotonin response; 0.66% of 360,000 active;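 active = activation above a run cutoff, the mean activation of all tested compounds plus 3 SD, cut at about 14% in these data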;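 also: 0% = plate median of compound wells and 100% = 30 µM serotonin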
Target sequence (P35363 whole entry, looked up): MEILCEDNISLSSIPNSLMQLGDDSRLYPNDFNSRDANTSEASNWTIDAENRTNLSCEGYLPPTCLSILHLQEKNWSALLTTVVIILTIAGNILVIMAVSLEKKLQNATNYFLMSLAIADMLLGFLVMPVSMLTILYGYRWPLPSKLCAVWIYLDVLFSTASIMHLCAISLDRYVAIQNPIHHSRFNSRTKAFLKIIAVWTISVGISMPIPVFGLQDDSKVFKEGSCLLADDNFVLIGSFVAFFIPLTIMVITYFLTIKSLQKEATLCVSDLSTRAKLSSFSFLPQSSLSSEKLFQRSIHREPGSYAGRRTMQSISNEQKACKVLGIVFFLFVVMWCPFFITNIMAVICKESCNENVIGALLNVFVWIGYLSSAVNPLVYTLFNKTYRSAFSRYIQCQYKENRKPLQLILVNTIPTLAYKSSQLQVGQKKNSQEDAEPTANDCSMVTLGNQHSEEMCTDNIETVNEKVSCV
H9c2 protect – cardioprotection against H2O2-induced cell death, primary screen, uHTS, H9c2 cells, ATPLite luminescence | 0.63% of 360,000 active | H9c2 cardiomyocytes, H2O2 injury protection, 2 h | protection from H2O2 cell death, % at 20 µM;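 active = compounds giving at least 50% protection of heart cells from peroxide-induced death in the single-dose screen, raw or plate-pattern-corrected value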;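 also: 0% = DMSO wells with peroxide and 100% = DMSO wells without peroxide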
CaV13 ICDI inh – Primary screen for inhibitors of IQ motif and Ca2+-dependent inactivation inhibitor domain binding in CACNA1D, Förster resonance energy transfer in living cells, …; HEK cells, CFP/YFP FRET ICDI-IQ, plate reader, 10 min; percent FRET-ratio fall versus neutral wells; inhibition, % at 12.3 µM; 0.098% of 340,000 active; AID 743397;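 active = mean replicate inhibition of at least 30% and at least 1% of replicates passing that level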;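 also: 0% = median of the neutral control wells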
N-glyco inh – increase of ERlucT glycosylation luciferase signal, primary screen, N-linked glycosylation inhibitor project, D54 ERlucT cells, luminescence, set 2. D54 ERlucT glycosylation luciferase reporter, 24 h; percent of 100 nM tunicamycin response. 0.23% of 360,000 active. AID 588692, 2011. reporter increase, % at 12.5 µM;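 active = mean luciferase reporter signal, scaled so untreated is 0 and the glycosylation-blocking control 100, at or above a set limit in every replicate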;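 also: luciferase carries N-glycosylation sites so blocking glycosylation raises the light; 0% = median of neutral control wells and 100% = median of 100 nM tunicamycin wells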
An asterisk follows results filed as active; / = not tested or not shown.

SMILES | Exocytosis inh | iPSC survival up | aDG glyco act | Vif inh | PDI turbidity | ABCB6 inh 2 | m5-HT2A agonist | H9c2 protect | CaV13 ICDI inh | N-glyco inh
COC(=O)CNC(=O)C(Cc1ccccc1)NS(=O)(=O)c1ccc2c(c1)c(=O)n(C)c(=O)n2C (stereo not given) | -1.3 | -2.5 | 0.0 | -5.5 | -1.2 | 97.0 | -2.3 | 4.0 | -4.2 | -1.7
COc1ccccc1CN1CCC(CNS(=O)(=O)c2cc(-c3cc(C)no3)ccc2C)CC1 | 7.3 | -0.2 | 1.4 | -5.5 | -3.8 | 91.0 | -12.5 | -2.4 | -5.6 | 7.7
COc1cc(Cn2c3ccc(NC(=O)CC(C)C(F)(F)F)cc3c(=O)n2C)ccc1F (stereo not given) | -0.8 | 0.9 | 0.1 | -0.7 | 0.6 | 104.0 | 2.9 | -3.8 | -9.9 | -2.8
COc1nn(-c2ccccc2)c(=O)c(Cl)c1Cl | 11.7 | 13.7 | -0.3 | 0.2 | 0.5 | 111.0 | 1.2 | -13.5 | -6.0 | -7.9
Cc1ccc(CNC(=O)Cc2ccc(-n3cccc3)cc2)cc1 | 5.3 | -1.7 | -0.2 | -2.3 | -18.5 | 106.0 | 0.9 | 4.1 | -4.8 | 23.8
CCOc1ccc(-c2c(C(=O)N/N=C/C3CCCCC3)nnn2-c2nonc2N)cc1 | 0.1 | -0.3 | -0.2 | -1.6 | 8.9 | 93.0 | 2.0 | 2.7 | -2.0 | -0.9
Cc1ccc(C(=O)c2ccc([N+](=O)[O-])cc2)cc1 | 0.0 | -1.9 | -0.2 | -7.9 | -8.8 | 98.0 | -5.9 | -7.7 | -6.9 | -2.3
Cc1ccc(Nc2c([N+](=O)[O-])c(=O)n(C)c3ccccc23)cc1 | -9.7 | -1.4 | 0.6 | -0.6 | 0.3 | 102.0 | 1.9 | 2.6 | -1.8 | -0.9
CC(Sc1ncccn1)C(=O)NC1CCCC1 (stereo not given) | 4.1 | -1.8 | 0.0 | 16.1 | -6.8 | 101.0 | -8.2 | -3.7 | -3.2 | -0.4
CC(OC(=O)c1ccccc1NS(=O)(=O)c1cccc(C(F)(F)F)c1)C(=O)N(C)Cc1ccccc1 (stereo not given) | 1.1 | -1.9 | 0.0 | / | 4.5 | 94.0 | -4.2 | -0.3 | -5.9 | -5.5
CC1Sc2ccc(S(=O)(=O)N3CCC(C(=O)NCc4ccco4)CC3)cc2NC1=O (stereo not given) | -2.7 | -0.1 | 0.0 | -1.7 | -21.8 | 100.0 | -1.6 | 1.0 | -4.0 | 3.6
O=C(COC(=O)CC12CC3CC(CC(C3)C1)C2)Nc1ncc(Cl)cc1Cl | 2.7 | 1.2 | -0.1 | -2.3 | -1.0 | 133.0 | 8.1 | -15.8 | -3.8 | -3.3
COc1cc(C(=O)O/N=C(\N)c2ccncc2)cc(OC)c1OC | -1.7 | -1.3 | 0.8 | -4.7 | -5.1 | 98.0 | -0.6 | 4.4 | -7.6 | 2.1
CC1=CC(C)C2(CO)COC(c3cccnc3)C1C2C (stereo not given) | -2.3 | 2.1 | 0.1 | -0.2 | -10.6 | 89.0 | 11.5 | 0.4 | -16.8 | 0.3
O=C(Cn1c(=O)sc2ccccc21)Nc1ccc(S(=O)(=O)N2CCCC2)cc1 | 0.5 | 3.1 | -0.1 | 0.6 | 9.4 | 96.0 | -0.7 | -3.9 | -5.6 | 0.2
Cc1nn(C)cc1NC(=O)c1ccc(Br)o1 | 8.4 | -1.0 | -0.1 | -0.9 | 0.0 | 102.0 | 4.4 | 0.7 | -3.0 | 0.8
CCN(CC)S(=O)(=O)c1ccc(S(=O)(=O)N(Cc2ccccn2)Cc2ccco2)cc1 | -3.2 | -0.1 | 1.0 | -8.3 | -4.1 | 94.0 | -7.1 | 13.0 | -5.4 | -2.1
CCc1cccc(CC)c1NC(=O)CN1CCc2cc(OC)c(OC)cc2C1 | 4.3 | -0.2 | 0.4 | / | 1.6 | 99.0 | 3.1 | -20.5 | / | -0.3
COc1ccc(CCC(=O)N2CCCc3ccccc32)cc1 | 2.3 | 1.4 | 0.0 | -4.4 | -10.0 | 106.0 | 3.5 | 1.4 | -2.7 | -2.7
CCN1C(=O)c2cccc3c(S(=O)(=O)NC(Cc4ccccc4)C(=O)O)ccc1c23 (stereo not given) | -0.3 | 0.0 | 0.0 | 4.1 | 3.6 | 100.0 | -1.6 | 0.9 | -6.2 | 1.1
CCC(C)(C)NC(=O)C1CCCN(S(=O)(=O)c2ccc3c(c2)CC(C)N3C(=O)C2CC2)C1 (stereo not given) | -0.4 | 0.5 | 0.2 | 1.5 | 0.8 | 99.0 | -6.6 | -8.0 | -15.0 | 0.5
Cc1cc(C(=O)COC(=O)Cc2n[nH]c(=O)c3ccccc23)c(C)n1-c1cccc(C(F)(F)F)c1 | 2.4 | 0.9 | 0.8 | -1.8 | -23.5 | 103.0 | -8.4 | 11.5 | -19.7 | -0.8
CCCCNc1nnc(SCC(=O)N2CCN(S(=O)(=O)c3ccc4ccccc4c3)CC2)s1 | -2.3 | -1.5 | 0.3 | -9.9 | 3.3 | 96.0 | 4.7 | -11.2 | -3.9 | -2.0
COc1cccc(CN2CCN(c3nc4nonc4nc3N3CCCCC3)CC2=O)c1 | -4.3 | -0.5 | 0.0 | -1.4 | 8.6 | 101.0 | 1.5 | 4.0 | -6.0 | -0.5
COc1ccc(/C=C(\NC(=O)c2ccc(Cl)cc2)C(=O)NCC2CCCO2)cc1OC (stereo not given) | -10.3 | -0.3 | 0.1 | -1.2 | 12.3 | 95.0 | -9.8 | 0.6 | -3.6 | 2.7

The results go on:
SMILES | Exocytosis inh | iPSC survival up | aDG glyco act | Vif inh | PDI turbidity | ABCB6 inh 2 | m5-HT2A agonist | H9c2 protect | CaV13 ICDI inh | N-glyco inh
CCOc1cc(C(=S)N2CCCC2)ccc1OC | -1.5 | -0.4 | -0.1 | 8.5 | -1.3 | 95.0 | 2.0 | -1.6 | -1.4 | 0.6
COc1ccc(NC(=O)c2cc3n(n2)C(C(F)(F)F)CC(c2ccc(OC)cc2)N3)cc1 (stereo not given) | -0.7 | 1.0 | 0.4 | -3.6 | -3.3 | 96.0 | 3.4 | -3.4 | -5.5 | -6.9
Cc1cc(C(C)(C)C)cc(C)c1C(=O)O | -2.7 | 0.1 | 0.1 | 12.4 | -1.7 | 100.0 | -1.7 | -3.9 | -5.0 | 0.5
O=C1CC(N2CCN(C(c3ccccc3)c3ccccc3)CC2)C(=O)N1 (stereo not given) | -4.2 | -0.7 | -0.2 | 24.1 | 0.6 | 103.0 | -0.4 | 7.3 | / | 0.4
CCCCN(CCCC)NC(=O)c1ccccc1 | -0.4 | -1.0 | 0.2 | 1.7 | 0.2 | 97.0 | 4.1 | 1.1 | -2.5 | 0.8
CSc1nnc(-c2cccn(Cc3ccccc3)c2=O)o1 | -1.9 | 2.0 | -0.4 | 12.8 | 1.6 | 103.0 | 3.5 | 0.3 | -5.1 | 1.3
Cc1ccc(NC(=O)Cn2ccsc2=N)cc1S(=O)(=O)N(C)C | -20.7 | -1.4 | 0.7 | 6.3 | 0.6 | 103.0 | 2.7 | -0.8 | -4.9 | 6.4
NC(=O)COC(=O)CNC(=O)c1sc2ccccc2c1Cl | -6.8 | -1.2 | 0.1 | -13.0 | 2.3 | 98.0 | -9.1 | 7.6 | -6.9 | 0.2
COCCN(C(=O)c1ccc(-c2ccc(Cl)cc2)o1)c1c(N)n(Cc2ccccc2)c(=O)[nH]c1=O | 22.6 | -0.3 | -0.1 | -6.4 | -7.8 | 93.0 | -0.4 | -1.4 | -6.0 | -2.1
CC(NC(=O)Cn1c(=O)oc2cc(S(=O)(=O)N3CCCC3)ccc21)c1ccccc1 (stereo not given) | 1.5 | 0.0 | 3.5 | 13.4 | -7.1 | 97.0 | 18.0* | -10.0 | -6.2 | -1.9
Cc1ccc(S(=O)(=O)/N=C(/Nc2ccccn2)c2ccc(Cl)cc2)cc1 | 0.0 | -3.7 | 0.0 | 0.3 | -2.9 | 100.0 | -5.6 | -3.8 | -4.7 | -1.6
COc1ccc(C(=O)OCC(=O)NCc2ccccc2)c(OC)c1OC | -1.3 | -1.1 | -0.2 | 5.4 | -4.9 | 91.0 | 0.3 | 2.7 | -4.9 | 1.4
COc1ccc(/C=N/NC(=O)c2ccncc2)c(OC)c1 | -8.5 | -0.5 | -0.1 | -9.5 | 5.4 | 96.0 | -1.0 | 9.2 | -17.9 | 0.0
CC(C)[C@H](NC(=O)N1CCC(Cc2ccccc2)CC1)C(=O)O | 1.4 | -0.2 | -0.2 | 6.8 | -0.4 | 89.0 | 0.3 | 5.6 | -3.3 | -0.1
COC(=O)c1ccc(-n2nnnc2SCC(=O)Nc2ccccc2C(=O)OC)cc1 | -6.2 | -4.4 | 1.0 | 0.7 | -1.9 | 92.0 | 6.2 | -25.4 | / | 0.5
CCN1C(=O)C(O)(CC(=O)c2ccc(-n3cccc3)cc2)c2ccccc21 (stereo not given) | -3.5 | -1.1 | 0.1 | 1.5 | 3.5 | 102.0 | -6.1 | -2.5 | -8.0 | -1.1
CCOC(=O)C1(Cc2ccccc2C(F)(F)F)CCN(C(C)CCn2cccn2)CC1 (stereo not given) | 1.6 | -1.0 | 1.2 | -2.4 | 10.1 | 98.0 | -4.6 | 0.5 | 4.4 | -3.2
O=C1CCC(C(=O)Nc2nnc(C3CC3)s2)=NN1 | 0.0 | -0.7 | 0.0 | 11.1 | -2.5 | 104.0 | 1.6 | 8.2 | / | 0.2
CCc1nnc(NC(=O)c2ccc(S(C)(=O)=O)cc2)s1 | -2.6 | -0.1 | -0.3 | 5.5 | 6.0 | 98.0 | -4.5 | -5.6 | 5.1 | 0.3
Oc1ccc(-c2csc(-c3ccccc3)n2)cc1O | -2.9 | -3.8 | -0.1 | / | -4.7 | 97.0 | -1.9 | 43.5 | -5.8 | 1.6
O=C(Nc1cccc([N+](=O)[O-])c1)N1CCCc2ccccc21 | -3.2 | 0.6 | -0.3 | 10.6 | 4.5 | 90.0 | 3.9 | -4.4 | -6.1 | -9.5

Sorted by heavy-atom count (falling): part of the list above
SMILES | Exocytosis inh | iPSC survival up | aDG glyco act | Vif inh | PDI turbidity | ABCB6 inh 2 | m5-HT2A agonist | H9c2 protect | CaV13 ICDI inh | N-glyco inh
COc1ccccc1CN1CCC(CNS(=O)(=O)c2cc(-c3cc(C)no3)ccc2C)CC1 | 7.3 | -0.2 | 1.4 | -5.5 | -3.8 | 91.0 | -12.5 | -2.4 | -5.6 | 7.7
COc1ccc(NC(=O)c2cc3n(n2)C(C(F)(F)F)CC(c2ccc(OC)cc2)N3)cc1 (stereo not given) | -0.7 | 1.0 | 0.4 | -3.6 | -3.3 | 96.0 | 3.4 | -3.4 | -5.5 | -6.9
CCN1C(=O)C(O)(CC(=O)c2ccc(-n3cccc3)cc2)c2ccccc21 (stereo not given) | -3.5 | -1.1 | 0.1 | 1.5 | 3.5 | 102.0 | -6.1 | -2.5 | -8.0 | -1.1
CCOc1cc(C(=S)N2CCCC2)ccc1OC | -1.5 | -0.4 | -0.1 | 8.5 | -1.3 | 95.0 | 2.0 | -1.6 | -1.4 | 0.6
